Assay outcomes as filed in PubChem.
Growth percent in the NCI-60 one-dose screen (48 h, 10 µM unless noted): 100 = growth as untreated, 0 = no growth, -100 = all killed.
UACC-62 = UACC-62 melanoma; actives 5.4% (n = 81,000); AID 1794756
LOX IMVI = LOX IMVI melanoma; actives 7.4% (n = 79,000)
SK-MEL-2 = SK-MEL-2 melanoma. actives 4.7% (n = 77,000)
MALME-3M = MALME-3M melanoma | actives 5.8% (n = 78,000)
SK-MEL-28 = SK-MEL-28 melanoma; actives 4.1% (n = 81,000)
UACC-257 = UACC-257 melanoma; actives 4.4% (n = 78,000)
SK-MEL-5 = SK-MEL-5 melanoma. actives 6.4% (n = 80,000). AID 1794755
HS 578T = HS 578T breast cancer; actives 4.1% (n = 78,000)
* hit, by the source's call; / = no result given; & = joins results of further samples. Rule for the calls: active = growth percent below 10; inactive = the rest.

no.	smiles	UACC-62	LOX IMVI	SK-MEL-2	MALME-3M	SK-MEL-28	UACC-257	SK-MEL-5	HS 578T
1	COc1ccc(-c2cc(-c3ccc(Cl)cc3)c(C#N)c(=O)n2Cc2ccc(C(=O)NO)cc2)cc1	45	82	92	76	84	90	94	51
2	CCSC(SCC)SCC	96	89	138	110	114	107	109	90
3	CCOC(=O)OC(C)CNC(=O)C(C)OC(=O)OCC (configuration not stated)	103	102	109	106	100	111	102	100
4	COc1ccc(-c2nn(-c3ccccc3)cc2/C=C2\SC(=S)N(CCc3ccccc3)C2=O)cc1	83	92	108	93	103	100	99	79
5	O=C(O)COc1cccc(OCC(=O)O)c1	104	97	107	92	117	96	93	99
6	O=C1C2=C(Nc3ccccc3N2)OC1c1ccc(Cl)cc1 (configuration not stated)	85	93	94	98	105	97	96	85
7	Cc1ccc(S(=O)(=O)Nc2ccccc2C)cc1	95	94	87	95	105	103	107	103
8	CC1(O)CC(CI)OC(c2ccc(Cl)cc2)C1 (configuration not stated)	93	105	92	92	105	98	103	113
9	COc1ccc(-c2nc3cc(OC)cc(OC)c3c3c2c(=O)n(C)c(=O)n3C)cc1	96	99	109	95	108	104	102	86
10	Cc1nc2sc(C(=O)Nc3cccc(Cl)c3C)c(N)c2cc1C(=O)/C=C/c1ccccc1	2.0*	-76*	34	40	27	64	-11*	6.4*
11	COc1ccc(C2=NOC(CC(=O)N3CCCC3)C2)cc1OC1CCCC1 (configuration not stated)	90	99	108	129	119	109	98	95
12	CN1CCC[C@]2(C)[C@H]3CC[C@]4(C)C(=O)/C(=C/c5ccccn5)C[C@H]4[C@@H]3CC[C@@H]12	102	76	100	96	102	78	93	/
13	Nc1cccc2c1C(=O)c1cccc(NC(=O)c3ccccc3)c1C2=O	48	9.0*	33	-17*	45	56	12	/
14	CNC(=O)c1cc(-n2ccc3cc(NC(=O)Nc4ccc(N5CCN(C)CC5)c(C(F)(F)F)c4)ccc32)ccn1	99	-73*	87	2.4*	-86*	72	79	67
15	Cc1oc2c(c1C(=O)N1CC[C@@H](N)C1)C(=O)c1c(c(O)c3ccccc3c1O)C2=O	55	25	77	53	63	75	43	34
16	O=C(O)CONC(=O)c1ccccc1	101	94	107	106	107	93	87	104
17	Cc1coc(NS(=O)(=O)c2ccc(N=Nc3cc(N=Nc4ccccc4)c(N)nc3N)cc2)c1C	95	119	98	143	109	105	105	80
18	Cc1ccc(CSC(=N)N)cc1C	98	92	125	111	111	119	105	103
19	COc1ccc(/C=C2/N=C3N(N=C(N=C(N)N)N3c3ccccc3)C2=O)cc1	98	96	114	101	110	112	101	107
20	Brc1ccc(-c2cc(-c3ccc4c(c3)OC=CO4)n[nH]2)s1	83	90	97	70	92	91	89	92
21	COc1cccc(/C=C2\SC(=Nc3ccc(O)c(C(=O)O)c3)NC2=O)c1	103	99	104	106	110	109	101	102
22	N#CC1=C(N)OC2=C(C(=O)c3ccccc3C2=O)C1c1ccsc1 (configuration not stated)	95	91	115	105	113	98	/	92
23	O=C1CSC(c2cn(-c3ccccc3)nc2-c2ccc(Cl)cc2)N1c1ccccc1 (configuration not stated)	99	100	112	115	118	102	99	108
24	Nc1c(C(=O)Nc2cccc3c2OCCO3)sc2nc3c(cc12)C(=O)CCC3	23	42	65	57	60	91	24	30

Among those listed so far, five have a Cl atom.
no.	smiles	UACC-62	LOX IMVI	SK-MEL-2	MALME-3M	SK-MEL-28	UACC-257	SK-MEL-5	HS 578T
1	COc1ccc(-c2cc(-c3ccc(Cl)cc3)c(C#N)c(=O)n2Cc2ccc(C(=O)NO)cc2)cc1	45	82	92	76	84	90	94	51
6	O=C1C2=C(Nc3ccccc3N2)OC1c1ccc(Cl)cc1 (configuration not stated)	85	93	94	98	105	97	96	85
8	CC1(O)CC(CI)OC(c2ccc(Cl)cc2)C1 (configuration not stated)	93	105	92	92	105	98	103	113
10	Cc1nc2sc(C(=O)Nc3cccc(Cl)c3C)c(N)c2cc1C(=O)/C=C/c1ccccc1	2.0*	-76*	34	40	27	64	-11*	6.4*
23	O=C1CSC(c2cn(-c3ccccc3)nc2-c2ccc(Cl)cc2)N1c1ccccc1 (configuration not stated)	99	100	112	115	118	102	99	108

The listing continues:
no.	smiles	UACC-62	LOX IMVI	SK-MEL-2	MALME-3M	SK-MEL-28	UACC-257	SK-MEL-5	HS 578T
25	CCOc1cc(C=Nc2cccc(C(F)(F)F)c2)ccc1O	103	98	94	111	101	/	100	106
26	Cc1ccc(/C=C\C(=O)c2ccccc2)cc1	99	70	86	91	103	92	93	103
27	CCN(C(=O)CN1CCN(c2cc(=O)n(-c3ccccc3)c3ccccc23)CC1)c1ccccc1	76	91	101	/	99	76	50	112
28	CC(=O)N1N=C(c2ccc(C)cc2)CC1c1ccc(Oc2ccc(Br)cc2)cc1 (configuration not stated)	64	/	106	88	105	96	92	87
29	Cn1c(=O)c2nc(CCC(=O)O)c(=O)[nH]c2n(C)c1=S	100	98	113	105	118	97	100	104
30	CC1CCN(CCCCCOc2ccc3oc4ccc(Cl)cc4c(=O)c3c2)CC1	-43*	7.8*	88	82	65	6.0*	12	87
31	Cc1cc2c(s1)CCCC1CC(=O)N(CCN3CCN(C)CC3)N=C21 (configuration not stated)	103	98	102	103	112	98	93	120
32	O=C(Nc1ccccc1)Nc1ccc(C(=O)CSc2nc3ccccc3[nH]2)cc1	91	86	87	113	117	117	101	103
33	CC12CCC(C(NC(=S)NN)C1=O)C2(C)C (configuration not stated)	99	102	109	105	115	105	111	/
34	CCOC(=O)CNC(=O)Cn1c(=O)[nH]c2ccccc2c1=O	96	94	111	89	105	93	96	95
35	NC(=O)c1ccccc1NC(=O)c1ccccc1C(=O)O	100	95	83	111	128	87	105	45
36	c1ccc(-c2noc(-c3ccccc3)n2)cc1	97	80	/	109	105	104	102	105
37	COc1cc(C(=O)c2cc(C(C)=O)c3c(C)cccn23)cc(OC)c1OC	70	97	99	89	103	98	97	91
38	Clc1ccc(/C=N/Nc2ncnc3sc4c(c23)CCN(Cc2ccccc2)C4)cc1	19	-52*	94	-67*	-19*	-15*	39	-11*
39	CCCCCCCCCCCCCCCCCCNC(=S)N/N=C/c1ccc(O)c(OCC)c1	98	104	125	114	108	96	101	112
40	CN(C)C(=S)SCCC(=O)O	92	100	104	101	102	101	103	102
41	O=C(Nc1ccccc1OC(=O)c1ccccc1)c1ccccc1	83	60	83	94	118	64	97	101
42	COc1ccc(C(=O)CSc2nccc(Nc3ccc(C(=O)O)cc3)n2)cc1	90	101	103	93	100	97	94	84
43	Nc1nc2c(C(=O)N3CCCC3)nnn2c2cccc(Cl)c12	67	75	102	77	87	92	71	93
44	COc1cc2nc(Cl)nc(Nc3cccc(C4=NN(C=O)C(c5ccc(Cl)cc5)C4)c3)c2cc1OC (configuration not stated)	90	/	96	102	88	106	87	86
45	CCOC(=O)[C@@H]1CSC([C@@H](C)[C@H]2CC[C@H]3[C@@H]4CCC5=CC(=O)CC[C@]5(C)[C@H]4CC[C@]23C)N1C(=O)c1ccccc1 (some centres not stated)	65	79	80	94	86	55	39	68
46	O=C(CS(=O)(=O)O)c1ccc(C(=O)CS(=O)(=O)O)cc1	104	103	120	/	104	100	99	98
47	CC(=O)c1nn(-c2ccccc2)cc1C(=O)c1cc2cc(Br)ccc2oc1=O	36	17	61	98	86	79	97	86
48	Cc1ccc(NC(=S)NC(=O)c2ccccc2)cc1	89	101	110	85	93	104	87	104
49	COc1cc(C2=Nc3c(N)ncnc3NC(c3sc(Cl)nc3Cl)C2)cc(OC)c1OC (configuration not stated)	64	78	/	99	93	80	91	71
50	CC(CN(C)C)CN1c2ccccc2CCc2ccccc21 (configuration not stated)	77	74	89	89	85	105	78	86
51	Oc1ccc2ccccc2c1N=Nc1nc(-c2ccccc2)cs1	38	23	74	64	48	55	40	86
52	COc1cccc2c1OC1(N3CCOCC3)CCCCC1C2C[N+](=O)[O-] (configuration not stated)	102	94	100	107	106	93	99	92
53	Cc1[nH]c(C(=O)Nc2ccccc2OC2CCNCC2)c(Cl)c1Cl	-80*	-88*	24	-50*	19	14	-41*	-19*
54	O=c1[nH]c2ccccc2cc1CN1CCN(c2nccc(-c3ccc(Cl)cc3)n2)CC1	94	98	92	100	114	105	98	84
55	Cc1cc(=O)oc2cc(OCCOc3ccc(/C=C/C(=O)NO)cc3)ccc12	85	78	94	75	93	71	94	82
56	Brc1ccc(-c2cn3ccnc3c(-c3ccc(Br)cc3)n2)cc1	44	43	31	39	62	67	46	61
57	C/C(=N\NC(=O)Cn1c2ccccc2c2ccncc21)c1ccccn1	99	96	95	106	103	95	98	118
58	COc1ccc(/C=C2\Sc3ccc(F)cc3C2=O)cc1	52	85	41	73	65	83	71	71
59	COc1cc(C2=NN(C(C)=O)C(c3ccc(Oc4ccc(Cl)cc4)cc3)C2)cc(OC)c1OC (configuration not stated)	89	98	122	89	101	103	99	93
60	O=C1c2nc3n(c2C(=O)c2nc4n(c21)CCCC4)CCCC3	100	96	108	80	118	97	88	102
61	CCOC(=O)c1cnn(-c2nc(-c3ccc(Cl)cc3)c(C#N)c(N3CCOCC3)n2)c1N	95	94	107	112	108	106	100	105
62	COc1cc(-c2nc3sccn3c2-c2ccnc(SC)n2)ccc1F	77	108	94	96	105	114	77	101
63	Cc1ccc(S(=O)(=O)Oc2ccc(NC(=O)C34CC5CC(CC(C5)C3)C4)cc2)cc1	74	78	89	95	95	85	57	103
64	O=C(Oc1ccccc1)c1cccc(C(=O)Oc2ccccc2)c1	99	94	94	95	100	99	104	106
65	O=C(Cc1ccccc1Nc1c(Cl)cccc1Cl)NN1C(=O)/C(=C/c2ccc(Br)cc2)SC1=S	101	97	100	100	105	103	99	96
66	O=C(CCN1CCCC1)Nc1ccc2c(Nc3ccc(F)cc3)c3ccccc3nc2c1	22	-61*	49	-90*	-41*	-57*	34	25
67	CCCCCCCCN=Cc1c(O)c(O)c(C(C)C)c2cc(C)c(-c3c(C)cc4c(C(C)C)c(O)c(O)c(C=NCCCCCCCC)c4c3O)c(O)c12	98	99	110	97	105	110	99	112
68	NC(=O)[C@H]1O[C@@H](n2cnc3c(=O)[nH]cnc32)[C@H](O)[C@@H]1O	104	97	106	111	103	106	104	102
69	COc1ccc(C(C)=O)cc1OC	102&98	95&109	93&108	105&97	108&109	88&100	103&101	122&105
70	O=c1[nH]c2ccccc2[nH]1	103	100	104	106	103	101	107	110
71	O=[N+]([O-])c1ccc2cccnc2c1	102	104	123	116	114	108	115	99
72	Cc1c[n+](C)cc2c(=O)n(-c3ccccc3)n(C)c12	104	98	106	98	115	98	97	100
73	COC(=O)c1cc(-c2ccc(OC)cc2)[nH]c1N/N=C/c1ccc(Cl)cc1	96	91	140	101	98	105	98	105
74	O=Cc1ccc2c(c1)OCCOCCOCCOCCO2	108	102	115	107	111	104	104	99
75	CCN1C(=O)/C(=N\N=C(/C)c2ccc3c(c2)Nc2ccccc2S3)c2cc(Br)ccc21	36	/	87	62	80	46	34	48
76	Cc1c(Cl)cccc1NC(=O)OC(C)C	105	98	118	111	115	108	106	106
77	COc1ccc(NC(=O)c2sc3ncccc3c2N)cc1	100	90	94	99	108	114	104	102
78	CCN(CC)CCCC(C)Nc1cnc(C(=O)Nc2cc(C)cc3cccnc23)cn1 (configuration not stated)	99	87	104	107	/	72	83	80
79	CCCCC(C(O)c1ccccc1)N1CCOCC1 (configuration not stated)	98	101	111	120	112	111	104	96
80	CC(C)CCN(C(=O)CCl)c1ccccc1	102	99	102	112	99	110	98	104
81	CCCCOC(=O)N1CCCCC1CCCC (configuration not stated)	101	106	108	102	108	100	114	/
82	CCN1CCN(c2nc(-c3cc(OC)c(OC)c(OC)c3)nc3ccccc23)CC1	81	87	99	93	99	124	86	74
83	COc1ccc(NC(=O)CSc2nnc(-c3cccs3)n2-c2ccccc2)cc1	71	74	108	74	95	85	84	49
84	CC(C)(C)OC(=O)N1CCC(O)[C@@H](O[Si](c2ccccc2)(c2ccccc2)C(C)(C)C)[C@H]1/C=C/c1ccccc1 (some centres not stated)	57	61	/	47	65	41	30	56

(list continues)
no.	smiles	UACC-62	LOX IMVI	SK-MEL-2	MALME-3M	SK-MEL-28	UACC-257	SK-MEL-5	HS 578T
85	CC(OCc1ccccc1)[C@@H]1N=C(c2ccc(Br)cc2)Nc2nc3ccccn3c2C1=O (some centres not stated)	81	79	105	98	108	82	61	89
86	Cc1ccc(C)c(Oc2c(-c3nc4ccc(C(=O)O)cc4[nH]3)c(C)nn2-c2ccccc2)c1	78	88	145	97	100	108	103	/
87	Cc1cc(C(=O)NC2CC(C)(C)NC(C)(C)C2)c(C)o1	98	101	106	112	106	99	99	109
88	Cc1cc2ccccc2c[n+]1CC(=O)c1ccc(Cl)cc1	90	85	97	103	103	112	84	106
89	CCOP(=O)(OCC)c1nc(-c2ccccc2)oc1N1CCCCC1	97	101	100	101	110	99	100	104
90	C=C(N)N[C@@H](CCC(=O)O)C(=O)O	104	/	123	108	105	101	110	110
91	Nc1cccc(OCC(=O)O)c1	102	98	113	144	116	115	105	94

Look-ups from the entries so far.
SK-MEL-2 result of #87 is entered as 106
HS 578T result of #85 is entered as 89
SK-MEL-5 result of #86 is entered as 103
SK-MEL-28 result of #90 is entered as 105

Entries of single compounds as entered above. Order of values: UACC-62 | LOX IMVI | SK-MEL-2 | MALME-3M | SK-MEL-28 | UACC-257 | SK-MEL-5 | HS 578T
Cc1ccc(C)c(Oc2c(-c3nc4ccc(C(=O)O)cc4[nH]3)c(C)nn2-c2ccccc2)c1 is entered as 78 | 88 | 145 | 97 | 100 | 108 | 103 | /
Cc1cc(C(=O)NC2CC(C)(C)NC(C)(C)C2)c(C)o1 is entered as 98 | 101 | 106 | 112 | 106 | 99 | 99 | 109
CCOP(=O)(OCC)c1nc(-c2ccccc2)oc1N1CCCCC1 is entered as 97 | 101 | 100 | 101 | 110 | 99 | 100 | 104
CC(OCc1ccccc1)[C@@H]1N=C(c2ccc(Br)cc2)Nc2nc3ccccn3c2C1=O (some centres not stated) is entered as 81 | 79 | 105 | 98 | 108 | 82 | 61 | 89
C=C(N)N[C@@H](CCC(=O)O)C(=O)O is entered as 104 | / | 123 | 108 | 105 | 101 | 110 | 110
